Compound activity: PubChem BioAssay, National Center for Advancing Translational Sciences (NCATS)
TCR activator = activates T cell receptor signaling; primary human leukocytes, anti-CD3, IL-2 HTRF, 48 h; 330,000 tested, under 10 active; Potency, µM (series often up to 9.22 µM), inactives show top-dose activation of IL-2 secretion, most hits filed as activators; also: % of control where 0% means no effect
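TCR engagement came from a-CD3 beads alone, with compounds added to primary human leukocytes for 48 hr. Secreted IL-2 bridged europium cryptate- and d2-labelled anti-IL-2 antibodies, giving FRET emission at 665nm after 320nm excitation.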
Eya2 phos inh = blocks the phosphatase activity of human Eya2; O00167; Potency, µM (series often up to 76.9 µM), without a hit: at the top dose activity, negative = inhibition, actives largely listed as inhibitors; recombinant Eya2, OMFP fluorescence dephosphorylation (OMFP is methylfluorescein phosphate); 330,000 compounds, 0.006% hits; also: potency is read from the fitted curve at half-maximal effect; % is scaled to controls: 0 for no effect and ±100 for the full control effect
Target sequence (O00167 whole entry, looked up): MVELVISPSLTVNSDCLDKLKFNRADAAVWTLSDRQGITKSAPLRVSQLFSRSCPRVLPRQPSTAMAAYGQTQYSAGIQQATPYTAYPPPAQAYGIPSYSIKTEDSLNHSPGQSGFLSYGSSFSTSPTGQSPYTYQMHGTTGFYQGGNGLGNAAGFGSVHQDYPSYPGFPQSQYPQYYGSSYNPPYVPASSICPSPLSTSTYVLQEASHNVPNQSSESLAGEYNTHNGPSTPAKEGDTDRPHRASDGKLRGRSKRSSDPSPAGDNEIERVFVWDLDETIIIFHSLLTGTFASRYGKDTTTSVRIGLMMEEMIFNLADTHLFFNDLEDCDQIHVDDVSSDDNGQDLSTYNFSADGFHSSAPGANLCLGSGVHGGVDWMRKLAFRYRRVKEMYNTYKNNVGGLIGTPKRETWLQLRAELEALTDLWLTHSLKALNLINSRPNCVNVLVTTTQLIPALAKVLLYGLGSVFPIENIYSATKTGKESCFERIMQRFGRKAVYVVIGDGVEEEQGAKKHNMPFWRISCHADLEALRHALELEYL
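Eya2 (0.2 uM) preincubated 10 min at ambient with compound, then OMFP substrate added at 50 uM; 10 min reaction in 50 mM HEPES pH 7.5, 50 mM NaCl, 5 uM MgCl2, 0.05% BSA, 1 mM DTT. Fluorescence read at Ex 485/Em 525 nm.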
Integrin act MD = integrin-mediated muscular dystrophy alleviation activation; alpha7betagal myoblasts, beta-gal FDG fluorescence, 48 h; Potency, µM (top dose mostly 38.3 µM), without a hit: at the top dose activation, most hits filed as activators; 350,000 compounds, 0.064% hits; AID 624291;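 also: potency is read from the fitted curve at half-maximal effect; 100% = response of the positive control SU9516; nearly all actives have a fitted effect of over 60% in size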
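alpha7betagal+/- myoblasts (passage 13, 250/well) treated 48 h at 37C with compounds at 1:260 dilution of DMSO stock. Lysed, then beta-galactosidase activity read as FDG fluorescence (ex 480/em 540) after 30 min, with pre-read for autofluorescence.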
Mito fusion act = mitochondrial division inhibition or fusion activation | S. cerevisiae fusion-defective mutant growth rescue, CellTiterGlo 48 h | Potency, µM (doses to about 46.1 µM), for the others: top-dose growth rescue (activation), usual class: activators | 320,000 compounds, 0.23% hits | AID 485298;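 also: potency is read from the fitted curve at half-maximal effect; % of control where 0% means no effect; nearly all actives have a fitted effect of over 45% in size; temperature-sensitive fusion mutants such as fzo1-1 at 37 °C on non-fermentable ethanol glycerol medium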
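Luminescent cell viability in 1536-well qHTS format served as the measure of rescued growth in ts fusion-mutant S. cerevisiae cultured on non-fermentable YPEG for 48 hours at 37C.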
PTAP TSG101 blk = blocks PTAP/TSG101 interaction to inhibit HIV-1 budding. Q99816. Fluorescence polarization, FITC-PTAP peptide / Tsg101 binding. Potency, µM (titrated, usually from 115 µM), for inactives: at the top dose activity change, negative = inhibition, most hits filed as inhibitors. 340,000 tested, under 10 active. AID 493005; active = well fitted inhibition curve with a large enough effect in the main read-out, with a control signal flat, not every such curve was filed as active; inconclusive = small, poorly fitted or top-dose-only effect, or effect the other way, or a change in a side signal; inactive = no such curve, though single readings can be large or run the other way; also: potency is read from the fitted curve at half-maximal effect; % of control where 0% means no effect
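Tsg101 binding domain (10 uM final) was mixed with compound and a FITC-labeled PTAP peptide (50 nM final) in HEPES pH 7.5 buffer with NaCl, Tween 20, EDTA and TCEP; fluorescence polarization was read after 20 min at r.t.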
Chronic BCR inh = inhibitors of chronic active B-cell receptor signaling; ABC-DLBCL IkBa-CBG/CBR reporter, luminescence ratio, 4 h; Potency, µM (titrated, usually from 46.1 µM), without a hit: at the top dose ratio change, negative = lower green/red ratio, most hits filed as inhibitors; 340,000 compounds, 0.05% hits; AID 493014; active = well fitted inhibition curve with a large enough effect in the signal ratio, with a control signal flat, not every such curve was filed as active; inconclusive = small, poorly fitted or top-dose-only effect, or effect the other way, or a change in a side signal; the % refers to the signal ratio;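 also: potency is read from the fitted curve at half-maximal effect; plate controls were basal doxycycline-induced cells for no effect and cells given 10 µM MG132 for full effect; MG132 reads +100%, hits lower the ratio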
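Doxycycline induced both beetle luciferases in TMD8 lymphoma cells; IKK-driven degradation limits the IkappaBalpha-fused green signal, while red luminescence normalises for cell number and nonspecific effects. Compounds tested up to 46 uM, 4 hrs.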
Tb PFK block = inhibitors of T. brucei phosphofructokinase | O15648 | T. brucei PFK, ADP-Glo luminescence | Potency, µM (highest dose often 57.5 µM), for the others: top-dose activity, negative = inhibition, actives largely listed as inhibitors | 330,000 compounds, 0.17% hits | AID 485367;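 also: potency is read from the fitted curve at half-maximal effect; 0% = uninhibited 1x PFK enzyme wells and -100% = no-enzyme wells; nearly all actives have a fitted effect of over 60% in size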
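ADP-Glo luminescence quantified ADP after 45 min at room temperature, with 1.25 nM T. brucei PFK, 0.1 mM ATP and 0.5 mM fructose-6-phosphate in pH 8.0 TEA buffer. qHTS titrations up to 57 µM; curves classified by quality.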
A-T KAP1 phos = candidate therapy for ataxia-telangiectasia | […] A-T fibroblasts, KAP-1 phosphorylation AlphaLISA; neocarzinostatin DNA damage 30 min before lysis | Potency, µM (highest dose often 57.5 µM), for inactives: at the highest dose activation, most hits filed as activators | 320,000 compounds, 0.19% hits | AID 485349; also: potency is read from the fitted curve at half-maximal effect; % of control where 0% means no effect; nearly all actives have a fitted effect of over 45% in size
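ATM-like activity read as KAP-1 phosphorylation via AlphaLISA donor/acceptor antibody pairs after lysis and 6 hr at 25C. Cells were ATM-null patient fibroblasts ([…], hTERT), dosed 60 min, then exposed to the DSB inducer NCS for 30 min.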
TSHR antag = antagonists of human thyroid stimulating hormone receptor; TSHR-expressing cells, TSH-stimulated cAMP HTRF, 2 h; stronger effect = lower value; activity change, negative = inhibition, % at 11.5 µM; AID 504810; 330,000 compounds, 0.2% hits;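 active = activity change below a set negative limit, meaning inhibition stronger than a set level, cut at about -70% in these data; inconclusive = activity change between two set negative limits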; also: % is scaled to controls: 0 for no effect and ±100 for the full control effect
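Competitive HTRF cAMP read-out (cryptate anti-cAMP antibody, cAMP-d2; 30 min, room temperature) in freshly harvested TSHR cells. Compounds added before TSH at EC80 (4nM final), followed by 2 hours' incubation at 37 deg C.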
ASM inhibitor = blocks human secretory acid sphingomyelinase | placental ASM, HMU-PC fluorogenic substrate, 60 min | Potency, µM (titrated, usually from 57.5 µM), without a hit: at the highest dose activity change, negative = inhibition, hits mostly inhibitors | 340,000 compounds, 0.006% hits | AID 504937; also: potency is read from the fitted curve at half-maximal effect
Target sequence (P17405 47-631 limits assumed): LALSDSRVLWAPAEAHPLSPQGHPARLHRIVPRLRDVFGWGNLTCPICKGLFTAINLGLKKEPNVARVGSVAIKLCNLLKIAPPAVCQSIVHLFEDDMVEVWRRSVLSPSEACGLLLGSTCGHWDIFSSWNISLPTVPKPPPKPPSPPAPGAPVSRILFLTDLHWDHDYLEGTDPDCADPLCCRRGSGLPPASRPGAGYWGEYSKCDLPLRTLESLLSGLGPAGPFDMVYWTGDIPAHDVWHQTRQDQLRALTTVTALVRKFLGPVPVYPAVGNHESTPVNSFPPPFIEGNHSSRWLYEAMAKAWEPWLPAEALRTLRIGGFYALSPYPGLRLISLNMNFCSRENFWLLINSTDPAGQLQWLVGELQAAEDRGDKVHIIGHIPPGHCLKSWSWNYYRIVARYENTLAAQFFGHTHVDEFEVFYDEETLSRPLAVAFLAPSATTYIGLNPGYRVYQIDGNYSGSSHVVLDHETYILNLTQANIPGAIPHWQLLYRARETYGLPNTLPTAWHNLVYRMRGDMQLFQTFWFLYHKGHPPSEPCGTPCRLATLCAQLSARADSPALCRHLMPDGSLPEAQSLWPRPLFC
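HMU-PC0 cleavage (9 uM final) by human placental ASM, 60 min at 37 °C following 10 min compound exposure at RT; stopped at pH 10, fluorescence Ex 386/Em 447 nm.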
ELG1 repair inh = blocks ELG1-dependent DNA repair in HEK293T cells | HEK293T ELG1-luciferase reporter, luminescence, 16 h; DNA damage induced by 5-fluorouridine | Potency, µM (highest dose often 46.1 µM), for inactives: at the top dose activity change, negative = inhibition, most hits filed as inhibitors | 330,000 compounds, 2.3% hits | AID 504467; also: potency is read from the fitted curve at half-maximal effect; % is scaled to controls: 0 for no effect and ±100 for the full control effect; nearly all actives have a fitted effect of over 55% in size
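Luminescence from the luciferase reporter, measured 30 min after ONE-Glo reagent at room temperature, was the read-out. Beforehand, 2,000 cells per well were exposed for 16 hr at 37 °C to 5-fluorouridine together with compound or vehicle.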
Starred values were filed as active, the others as inactive; ? = inconclusive; / = no result given; [ ] = remark or other dose. Unless noted, calls follow the shape of the dose curve; as a rule, active = well fitted curve in the direction sought with a large enough effect; inconclusive = small, poorly fitted or top-dose-only effect, or another doubt; inactive = no such curve, though single readings can be large; an effect the other way counts as inactive or inconclusive.

SMILES	TCR activator	Eya2 phos inh	Integrin act MD	Mito fusion act	PTAP TSG101 blk	Chronic BCR inh	Tb PFK block	A-T KAP1 phos	TSHR antag	ASM inhibitor	ELG1 repair inh
CCOC(=O)N1CCN(C(=O)c2cc3cc(C)ccc3[nH]2)CC1	/	3%	-52%[inhibitor]	2%	-2%	-9%	4%	10%	5	1%	3%
COC(=O)c1[nH]c2ccc(C)cc2c1NC(=O)CN1CCCC(C)(C)C1	-15%	-14%	-19%	16%	-13%	4%	18%	-6%	-11	3%	?
COc1ccc2ccn(S(=O)(=O)c3ccccc3)c2c1	-5%	-10%	-13%	5%	2%	0%	-2%	6%	22	0%	2%
CC(C)(C)OC(=O)N/N=C/c1c[nH]c2ccccc12	-1%[46.1 µM]	-12%	-4%	-1%	-1%	?	-5%	-14%	-1	1%	?
CCOc1ccc(NC(=S)NCCN2CCN(Cc3ccccc3)CC2)cc1	-1%	-7%	?	2%	-3%	-17%	1%	2%	-7	4%	?
CCc1c(C)sc(NC(=S)N2CCN(S(C)(=O)=O)CC2)c1C(=O)OC	1%	10%	0%	-5%	-3%	?	1%	3%	0	-3%	13%
CCOc1ccc(-c2cccc(NS(=O)(=O)c3cc([N+](=O)[O-])ccc3C)c2)nn1	-2%	3%	8%	2%	-1%	1%	-7%	-1%	-19	/	10%
Cc1ccc(NC(=O)COC(=O)CN2C(=O)c3ccccc3C2=O)cc1S(=O)(=O)N(C)C	5%	6%	-21%	-8%	-2%	-16%	-8%	-6%	-17	13%	6%
O=C(CNC(=O)c1ccc(F)cc1)N/N=C/c1ccc(O)c([N+](=O)[O-])c1	2%[46.1 µM]	-15%	24%	2%	-1%	?	-1%	-8%	-14	-6%	14%
O=C1/C(=C/c2ccc3c(c2)OCO3)Oc2cc(OCC(=O)N3CC(O)C[C@H]3C(=O)O)ccc21 (some centres not stated)	5%	0%	-5%	0%	7%	-5%	4%	17%	-5	158%[activator]	29%
COc1cccc(NC(=O)c2ccc(S(=O)(=O)NCc3cccnc3)cc2)c1	-1%	-19%	2%	-3%	-4%	?	-2%	10%	-8	-1%	?
CCOC(=O)c1cnc2ccc(OC)cc2c1Nc1ccc2c(c1)OCCO2	-6%	-10%	-56%[inhibitor]	4%	1%	?	10%	7%	13	-4%	?
Cn1c(CSCc2ccc(F)cc2)nnc1SCC(=O)Nc1nccs1	0%	-1%	14%	2%	-3%	?	-5%	6%	-11	0%	16µM*
O=C(CN1C(=O)c2cccnc2Oc2ccc(Cl)cc21)N1CCOCC1	6%	5%	?	3%	-4%	-1%	-3%	-1%	-2	2%	4%
CN1CCN(c2ccc(-c3cc(O)c4ncccc4c3)cc2)CC1	/	-17%	/	-2%	/	?	0%	-7%	3	/	/
NC(=O)[C@@H]1CCCN1C(=O)c1ccc2oc(CCc3ccccc3)nc2c1	7%	8%	0%	-1%	/	0%	-2%	8%	12	-1%	?
Cc1ccc2cc(C)c(SCC#N)nc2c1	3%	-3%	-11%	-4%	-4%	-1%	-3%	5%	-7	-4%	6%
Cc1ccc(C(=O)N/C(=C\c2cn(S(=O)(=O)N(C)C)c3ccccc23)C(=O)NCCN2CCOCC2)cc1	8%	-3%	18%	0%	2%	-1%	4%	-12%	-11	0%	-14%
O=C(COC(=O)c1ccc2ncsc2c1)Nc1ncc(Cl)cc1Cl	-1%[46.1 µM]	3%	15%	1%	-2%	-9%	-13%	0%	-3	0%	?
NC(=O)C1CCCN(C(=S)Nc2cccc3ccccc23)C1 (configuration not stated)	-8%[46.1 µM]	7%	-1%	-7%	-1%	0%	-16%	0%	0	-2%	0%
O=C(c1cccs1)N1CCN(CCc2ccccc2)CC1	-6%	-24%	-1%	-2%	1%	12%	0%	3%	-5	3%	5%
O=C(CSc1nnc2ccc(-c3cccnc3)nn12)Nc1cccc(F)c1	0%	6%	-13%	6%	-4%	2%	2%	7%	/	/	12%
COc1ccc2cc3cc(C(=O)NCc4cccs4)oc3nc2c1	1%	-1%	36%	-5%	-9%	?	-29%	0%	-4	196%[activator]	3%
Cc1ccc(NC2c3ncccc3C(=O)N2C2CCCCC2)cc1 (configuration not stated)	-1%	3%	-6%	9%	-11%	?	-2%	11%	-1	4%	1%
O=C(CCCC1=NS(=O)(=O)c2ccccc2N1)Nc1ccccc1	3%	3%	31%	2%	-6%	-1%	-1%	-2%	7	0%	-9%
Next part
SMILES	TCR activator	Eya2 phos inh	Integrin act MD	Mito fusion act	PTAP TSG101 blk	Chronic BCR inh	Tb PFK block	A-T KAP1 phos	TSHR antag	ASM inhibitor	ELG1 repair inh
CCC(C)(C)c1ccc(OCC(=O)Nc2ccncc2)cc1	-5%	-20%	-1%	2%	-1%	-14%	-3%	0%	-4	-3%	6%
Nc1ncc(Br)cc1N=Cc1ccccc1	-4%[46.1 µM]	6%	-15%	-1%	1%	11%	-8%	-9%	7	4%	?
COc1ccccc1C1CC(c2ccc(NS(C)(=O)=O)cc2)=NN1S(=O)(=O)c1ccccc1 (configuration not stated)	0%	-5%	-19%	0%	-3%	-2%	0%	3%	-18	-3%	-28%
COc1ccc(S(=O)(=O)Nc2cc(C)ccn2)cc1OC	-3%	14%	-3%	-1%	-1%	0%	0%	-3%	-5	0%	11%
Cc1cc(NC(=O)c2ccc([N+](=O)[O-])cc2)n(CCC#N)n1	0%	1%	7%	1%	-2%	1%	2%	8%	6	-1%	-17%
COc1ccccc1OCCOCCOc1ccc(C)cc1Br	2%[46.1 µM]	-3%	8%	1%	-7%	?	2%	17%	9	-1%	1%
COc1ccc(S(=O)(=O)N2CCOC2CNC(=O)C(=O)NCCN2CCOCC2)cc1 (configuration not stated)	3%	-4%	-13%	-1%	/	4%	1%	6%	-9	1%	2%
Cc1cccc(NC(=O)c2nc[nH]c2C(=O)NCc2ccccc2)c1	2%	-8%	-15%	1%	-10%	16%	-4%	-2%	-11	-11%	-13%
CCN(CC)C(=O)CSc1nc2nc(C)cc(C)c2c(=O)[nH]1	0%	-12%	-2%	-1%	-16%	?	3%	9%	-1	2%	-1%
CC(C)c1ccc(/C=C/C(=O)NC(=S)Nc2ccc(CN3CCOCC3)cc2)cc1	-4%[46.1 µM]	-6%	-4%	27%	1%	?	0%	2%	-36	-21%	?
COCCNC(=O)COC(=O)c1cc(-c2ccc(OC)cc2)nc2ccccc12	6%	-12%	0%	27%	-11%	-1%	2%	3%	-12	327%[activator]	?
COC(=O)c1cccc(NC(=O)CN2CCC(NC(=O)c3cc(OC)c(OC)c(OC)c3)CC2)c1	-1%	5%	-21%	-6%	-2%	0%	0%	-9%	-10	0%	?
CC1(C)CC(=O)C=C(Nc2ccc(Cl)c(Br)c2)C1	/	4%	25%	-14%	-6%	-18%	-6%	-6%	43	4%	-11%
COC(=O)c1ccc(Nc2ccc3nonc3c2[N+](=O)[O-])cc1	/	7%	-17%	-3%	0%	4%	0%	-2%	4	-4%	0%
COCCn1c(SCC(=O)c2c(-c3ccccc3)n(C)c3ccccc23)nnc1-c1ccncc1	-9%[46.1 µM]	-1%	21%	-2%	-2%	?	-3%	0%	10	2%	?
COC(=O)C1=C(C(=O)c2ccccc2)C(c2ccccc2)n2nnnc2N1 (configuration not stated)	-2%	-1%	-13%	-4%	-3%	?	3%	3%	11	12%	0%
COc1ccc(C(=O)Nc2nc(CC(=O)NCc3ccc(F)cc3)cs2)cc1	-1%	7%	-14%	7%	-2%	-3%	-5%	3%	-15	/	?
CC(=O)c1ccc(NCC2COc3ccccc3O2)c([N+](=O)[O-])c1 (configuration not stated)	2%	-11%	18%	-3%	-2%	7%	?	-2%	-3	-16%	?
O=[N+]([O-])c1ccccc1/C=C/CN1CCSCC1	/	-10%	31%	0%	-8%	0%	-2%	5%	2	-3%	-6%
